BCR signal inh = qHTS Assay to Find Inhibitors of Chronic Active B-Cell Receptor Signaling; Potency, µM (top dose mostly 46.1 µM), inactives show top-dose ratio change, negative = lower green/red ratio, most hits filed as inhibitors; 340,000 tested, 0.05% active; ABC-DLBCL IkBa-CBG/CBR reporter, luminescence ratio, 4 h; active means well fitted inhibition curve with a large enough effect in the signal ratio, with a control signal flat, not every such curve was filed as active; inconclusive means small, poorly fitted or top-dose-only effect, or effect the other way, or a change in a side signal; the % refers to the signal ratio;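 further: potency means the concentration at half of the fitted maximal effect; plate controls were basal doxycycline-induced cells for no effect and cells given 10 µM MG132 for full effect; MG132 reads +100%, hits lower the ratio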
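Compounds up to 46 uM were incubated four hours with TMD8 cells whose green CBG68 luciferase is fused to IkappaBalpha; red CBR luminescence normalised the signal, and concentration-effect curves were fitted to fusion, red and ratio data.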
Tb PFK block = qHTS Assay to Find Inhibitors of T. brucei phosphofructokinase; Potency, µM (titrated, usually from 57.5 µM), for inactives: at the highest dose activity, negative = inhibition, most hits filed as inhibitors; T. brucei PFK, ADP-Glo luminescence; ATP-dependent 6-phosphofructokinase (Trypanosoma brucei brucei), O15648; 330,000 tested, 0.17% active;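 further: potency means the concentration at half of the fitted maximal effect; 0% = uninhibited 1x PFK enzyme wells and -100% = no-enzyme wells; nearly all actives have a fitted effect of over 60% in size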
Target sequence (O15648 whole entry, looked up): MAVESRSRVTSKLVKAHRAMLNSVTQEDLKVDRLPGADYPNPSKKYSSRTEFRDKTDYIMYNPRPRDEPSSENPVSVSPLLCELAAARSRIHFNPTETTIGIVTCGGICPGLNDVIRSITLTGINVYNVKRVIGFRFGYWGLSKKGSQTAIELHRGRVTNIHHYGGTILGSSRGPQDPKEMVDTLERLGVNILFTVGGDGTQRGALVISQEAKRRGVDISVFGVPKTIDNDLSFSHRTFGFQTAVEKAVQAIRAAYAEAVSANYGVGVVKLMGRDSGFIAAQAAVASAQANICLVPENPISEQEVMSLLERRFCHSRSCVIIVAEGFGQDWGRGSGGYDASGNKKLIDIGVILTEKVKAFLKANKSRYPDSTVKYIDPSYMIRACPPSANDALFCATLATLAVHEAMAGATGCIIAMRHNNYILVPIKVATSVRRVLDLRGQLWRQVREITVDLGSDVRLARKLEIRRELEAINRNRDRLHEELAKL
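Activity is normalized to no-enzyme wells (full inhibition) and 1.25 nM enzyme wells (no inhibition). Reaction: 0.5 mM F6P, 0.1 mM ATP, 45 min RT, ADP-Glo luminescence; concentration-response curves fitted and classed by quality.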
ELG1 repair inh = qHTS screen for small molecules that inhibit ELG1-dependent DNA repair in human embryonic kidney (HEK293T) cells expressing luciferase-tagged ELG1; AID 504467, 2011; Potency, µM (titrated, usually from 46.1 µM), for the others: top-dose activity change, negative = inhibition, hits mostly inhibitors; HEK293T ELG1-luciferase reporter, luminescence, 16 h; DNA damage induced by 5-fluorouridine; 330,000 tested, 2.3% active; further: potency means the concentration at half of the fitted maximal effect; on the % scale 0 is the no-effect control and ±100 the full control effect; nearly all actives have a fitted effect of over 55% in size
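5-Fluorouridine DNA damage + compound/DMSO, 2,000 cells/well, 16 h, 37 °C/5% CO2. ONE-Glo, 30 min RT, luminescence. Readout = decrease in reporter signal.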
TCR activator = Activators of T cell receptors: qHTS campaign | 330,000 tested, under 10 active | Potency, µM (doses to about 9.22 µM), inactives show at the top dose activation of IL-2 secretion, usual class: activators | primary human leukocytes, anti-CD3, IL-2 HTRF, 48 h | AID 504894, 2011; further: % of control where 0% means no effect
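Primary human leukocytes incubated 48 hr with anti-CD3 beads plus compound, without co-stimulation. Secreted IL-2 measured by HTRF (europium cryptate/d2 anti-IL-2 pair, 320 nm excitation, 665 nm emission).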
Eya2 phos inh = qHTS Assay for Inhibitors of the Phosphatase Activity of Eya2. recombinant Eya2, OMFP fluorescence dephosphorylation (OMFP is methylfluorescein phosphate). Potency, µM (titrated, usually from 76.9 µM), for the others: at the top dose activity, negative = inhibition, hits mostly inhibitors. 330,000 tested, 0.006% active. AID 488837, 2010; further: potency means the concentration at half of the fitted maximal effect; on the % scale 0 is the no-effect control and ±100 the full control effect
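Eya2 (0.2 uM) preincubated 10 min at ambient with compound, then OMFP substrate added at 50 uM; 10 min reaction in 50 mM HEPES pH 7.5, 50 mM NaCl, 5 uM MgCl2, 0.05% BSA, 1 mM DTT. Fluorescence read at Ex 485/Em 525 nm.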
USP2a block = qHTS Assay for Inhibitors of Ubiquitin-specific Protease USP2a Using CHOP2 as the Reporter; USP2 core, Ub-CHOP2 coupled fluorogenic reporter, 485/531; 330,000 tested, 0.01% active; AID 463254, 2010; Potency, µM (doses to about 38.3 µM), for the others: top-dose activity change, negative = inhibition, actives largely listed as inhibitors; Ubiquitin carboxyl-terminal hydrolase 2 (Homo sapiens), O75604;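 further: potency means the concentration at half of the fitted maximal effect; plate controls were DMSO wells for no effect and full inhibition by NEM control for full effect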
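Deubiquitinase activity read as fluorescence (485/531 nm) after Ub-CHOP2 cleavage activates the enterokinase reporter on its substrate; USP2 core 10nM, Ub-CHOP2 and substrate 25nM each, 30min compound preincubation then 60min RT; data normalized to NEM, curves fitted.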
PTAP TSG101 blk = qHTS Assay for Iinhibitors of HIV-1 Budding by Blocking the Interaction of PTAP/TSG101 | 340,000 tested, under 10 active | Tumor susceptibility gene 101 protein (Homo sapiens), Q99816 | Potency, µM (titrated, usually from 115 µM), for inactives: top-dose activity change, negative = inhibition, usual class: inhibitors | Fluorescence polarization, FITC-PTAP peptide / Tsg101 binding; active means well fitted inhibition curve with a large enough effect in the main read-out, with a control signal flat, not every such curve was filed as active; inconclusive means small, poorly fitted or top-dose-only effect, or effect the other way, or a change in a side signal; inactive means no such curve, though single readings can be large or run the other way; further: potency means the concentration at half of the fitted maximal effect; % of control where 0% means no effect
Target sequence (Q99816 whole entry, looked up): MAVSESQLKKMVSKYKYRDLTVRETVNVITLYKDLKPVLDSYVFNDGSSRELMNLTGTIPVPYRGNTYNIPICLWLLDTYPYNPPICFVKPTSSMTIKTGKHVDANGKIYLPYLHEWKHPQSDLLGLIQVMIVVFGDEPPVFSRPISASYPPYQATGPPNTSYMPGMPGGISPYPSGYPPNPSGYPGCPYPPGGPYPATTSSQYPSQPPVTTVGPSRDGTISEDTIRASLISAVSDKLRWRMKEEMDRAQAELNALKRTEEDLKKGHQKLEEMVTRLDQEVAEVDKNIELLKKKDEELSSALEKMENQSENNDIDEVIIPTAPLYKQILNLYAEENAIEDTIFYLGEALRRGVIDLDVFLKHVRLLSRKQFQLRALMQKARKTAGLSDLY
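Steps: Tsg101 binding domain dispensed (10 uM final), compounds pinned in DMSO, FITC-labeled PTAP-motif peptide added (50 nM final); after 20 min binding at room temperature, polarization measured.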
Mito fusion act = qHTS Assay for Small Molecule Inhibitors of Mitochondrial Division or Activators of Mitochondrial Fusion. S. cerevisiae fusion-defective mutant growth rescue, CellTiterGlo 48 h. Potency, µM (highest dose often 46.1 µM), for inactives: at the top dose growth rescue (activation), hits mostly activators. 320,000 tested, 0.23% active;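 further: potency means the concentration at half of the fitted maximal effect; % of control where 0% means no effect; nearly all actives have a fitted effect of over 45% in size; temperature-sensitive fusion mutants such as fzo1-1 at 37 °C on non-fermentable ethanol glycerol medium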
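S. cerevisiae fusion-defective temperature-sensitive mutants (e.g. fzo1-1, mgm1-5) grown 48 h at 37C in YPEG (ethanol/glycerol non-fermentable) medium with 23 nl compound per well; growth rescue read as CellTiterGlo luminescence.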
B2AR arrestin = qHTS assay of beta-arrestin-biased ligands of beta2-adrenergic receptor; beta-arrestin recruitment to beta2AR, cell-based reporter; Potency, µM (doses to about 46.1 µM), inactives show at the top dose activation, usual class: activators; 330,000 tested, 0.02% active; AID 492947, 2010;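 further: potency means the concentration at half of the fitted maximal effect; 0% = DMSO controls and full agonism = EC100 isoproterenol or metaproterenol; nearly all actives have a fitted effect of over 65% in size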
uPA surface inh = qHTS for Inhibitors of Cell Surface uPA Generation; cell surface uPA generation assay, qHTS; Potency, µM (highest dose often 38.3 µM), inactives show at the highest dose activity change, negative = inhibition, usual class: inhibitors; 330,000 tested, 0.31% active; AID 540303, 2011; active means well fitted inhibition curve with a large enough effect; inconclusive means small, poorly fitted or top-dose-only effect; inactive means no such curve, though single readings can be large or run the other way; tested in mouse RAW 264.7 cells; further: potency means the concentration at half of the fitted maximal effect; on the % scale 0 is the no-effect control and ±100 the full control effect; nearly all actives have a fitted effect of over 55% in size
TSHR antag = Antagonists of the Thyroid Stimulating Hormone Receptor: HTS campaign | 330,000 tested, 0.2% active | activity change, negative = inhibition, % at 11.5 µM | TSHR-expressing cells, TSH-stimulated cAMP HTRF, 2 h; stronger effect = lower value | Thyrotropin receptor (Homo sapiens), P16473;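 active means activity change below a set negative limit, meaning inhibition stronger than a set level, cut at about -70% in these data; inconclusive means activity change between two set negative limits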; further: on the % scale 0 is the no-effect control and ±100 the full control effect
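TSHR-expressing cells, 200/well, pre-treated with compound, then stimulated with EC80 TSH (4nM final) for 2 hours at 37 deg C. cAMP measured by competitive HTRF: anti-cAMP cryptate antibody in lysis buffer plus cAMP-d2, read after 30 minutes at room temperature.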
* = called active by the depositor; u = inconclusive; x = no result given; [ ] = remark or other dose. Unless noted, the call rests on the fitted dose curve; in most records, active means well fitted curve in the direction sought with a large enough effect; inconclusive means small, poorly fitted or top-dose-only effect, or another doubt; inactive means no such curve, though single readings can be large; an effect the other way counts as inactive or inconclusive.

SMILES	BCR signal inh	Tb PFK block	ELG1 repair inh	TCR activator	Eya2 phos inh	USP2a block	PTAP TSG101 blk	Mito fusion act	B2AR arrestin	uPA surface inh	TSHR antag
Cc1noc(C)c1S(=O)(=O)Nc1ccc(C#N)cc1	0%	1%	-16%	-4%	5%	1%	-2%	-3%	-0.4%	-21%	-11
O=C(Nc1ccc(C(=O)N2CCCC(CO)C2)cc1)c1ccc(Br)o1 (stereo unspecified)	3%	2%	u	1%	2%	2%	-2%	x	-0.9%	12%	2
COc1ccc(C(=O)/C=C/c2ccc(OC3CSC3)cc2)cc1OC	8%	-4%	16%	-8%[46.1 µM]	-2%	3%	0%	6%	0.7%	-20%	-25
Fc1ccc(CN2CCCCCCC2)c(F)c1	-1%	-5%	0%	-6%	8%	0%	-1%	2%	0.0%	3%	3
CN(C)CCn1c(=S)[nH]c2ncccc2c1=O	-10%	-1%	u	-4%	12%	0%	-2%	-20%	0.0%	1%	12
Cc1ccc(NC(=O)CSc2nnc(-c3cnccn3)n2C)cc1C	-12%	u	13%	-5%	-9%	4%	-4%	-1%	-0.7%	8%	-2
O=C(CCCCCN1C(=O)CCC1=O)Nc1ncn[nH]1	u	-1%	6%	13%	-14%	1%	-5%	-2%	-0.4%	6%	-1
COc1cc(SC)ccc1C(=O)Nc1ncc(Cl)cc1Cl	u	-2%	u	3%	9%	1%	3%	1%	0.0%	6%	0
CCOC(=O)c1c(CC(C)C)csc1/N=C/C1C(=O)CCCC1=O	u	16%	-2%	0%	3%	2%	-3%	-6%	0.1%	-3%	4
Cn1c(=O)cc(OCC(=O)NCCCN2CCN(c3ccccc3F)CC2)c2ccccc21	-24%	6%	u	-4%	13%	2%	-5%	0%	-0.7%	-3%	5
CN1C2=C(C#N)C(c3ccccc3)(C(F)(F)F)NC(=O)N2c2ccccc21 (stereo unspecified)	13%	1%	-12%	1%	29%	0%	-5%	-1%	-0.9%	-2%	0
COc1ccc(OC)c(NC(=O)CSc2nccn2Cc2ccco2)c1	0%	3%	7%	4%	0%	-1%	-4%	-2%	0.3%	-3%	-4
N/N=C1\CCCc2c1[nH]c1ccc([N+](=O)[O-])cc21	7%	-8%	u	3%	3%	2%	-5%	4%	0.1%	3%	11
Cc1ccc(CN2CCNC(=O)C2CC(=O)O)o1 (stereo unspecified)	u	0%	13%	11%	-6%	0%	-6%	-8%	0.0%	-15%	6
COC(=O)C1ON2OC(C(=O)OC)C(C(=O)OC)C2C1CC(C)=O (stereo unspecified)	3%	0%	-3%	1%	12%	2%	-3%	0%	-0.8%	14%	11
N#CC(C#N)=C1C=CC=CN1/C(=C\c1ccco1)C(=O)c1ccc(-c2ccccc2)cc1	u	0%	u	-1%[46.1 µM]	-8%	0%	-1%	-7%	-2.3%	-12%	-44
Cc1ccc(S(=O)(=O)N2CCC(C(=O)NNC(=O)c3ccncc3)CC2)cc1	3%	0%	0%	x	1%	0%	1%	-2%	0.3%	0%	-11
Cc1nc2ccc(NC(=O)c3cc(Cl)ccn3)cc2s1	u	4%	u	1%	-4%	-1%	2%	4%	0.3%	-8%	1
CCNC(=S)NNC(=O)C1CCN(Cc2ccccc2)CC1	-9%	0%	-6%	9%	15%	1%	0%	2%	-0.4%	-1%	9
COc1ccccc1NC(=O)c1sc2nc(-c3ccco3)ccc2c1N	-1%	5%	u	-2%	20%	4%	9%	12%	-0.1%	2%	-15
CC1COc2ccccc2N1C(=O)c1ccc(Cl)cc1 (stereo unspecified)	1%	-24%	-8%	0%	9%	5%	-2%	13%	-0.9%	4%	6
COc1ccc(NC(=O)N2c3ccc(OC)cc3C(C)=CC2(C)C)cc1	u	1%	u	2%[46.1 µM]	6%	4%	-8%	x	u	-28%	5
CC(NC(=O)C1CCCN1S(=O)(=O)c1cccc2nsnc12)c1ccccc1 (stereo unspecified)	-15%	8%	8%	-1%	7%	0%	-2%	-1%	-0.5%	4%	9
Cc1ccc(C2N(c3ccccc3)C(=S)N3CCCN23)cc1 (stereo unspecified)	-1%	1%	5%	-8%	-1%	2%	-1%	1%	-0.1%	-2%	-6
CN1c2ccccc2C(C)(C)C12C=Nc1c(ccc3ccccc13)O2 (stereo unspecified)	-8%	u	u	0%	10%	3%	-2%	-4%	-0.6%	-3%	-4
CNC(=O)C12CCC(C)(c3nc4cc(C)c(C)cc4nc31)C2(C)C (stereo unspecified)	4%	-2%	-11%	6%	28%	4%	-2%	0%	-0.1%	x	-4
Cc1ccc(N2CCN(C(=O)CNS(=O)(=O)c3ccc(Br)s3)CC2C)cc1 (stereo unspecified)	11%	2%	-30%	0%	7%	3%	-4%	8%	0.2%	-5%	-8
CCOC(=O)C(NC(=O)CC)(Nc1ccc(S(=O)(=O)Nc2cc(C)on2)cc1)C(F)(F)F (stereo unspecified)	-7%	-1%	-4%	-3%	-2%	-2%	-6%	-3%	0.0%	1%	10
CN(Cc1ccccc1)C(=O)COC(=O)c1ccccc1Nc1ccccc1	0%	0%	1%	0%[46.1 µM]	-1%	0%	0%	11%	0.0%	1%	-35
CCc1nnc(NC(=O)Cc2ccc(OCc3c(C)noc3C)cc2)s1	-30%	0%	3%	4%	-9%	-2%	-4%	-2%	-0.1%	11%	-7
Cc1ccccc1C(C(=O)NCc1ccccc1)N(Cc1ccco1)C(=O)c1ccccn1 (stereo unspecified)	-18%	3%	-18%	x	7%	3%	-7%	0%	0.0%	-1%	22
COc1ccc2c(c1OC)C(=O)N1c3cccc(Cl)c3C(=O)OC21 (stereo unspecified)	0%	2%	-1%	7%	-32%	3%	-7%	0%	0.0%	-1%	13
CCCn1c(NC(=O)C2COc3ccccc3O2)nc2ccccc21 (stereo unspecified)	u	20%	9%	-5%	13%	0%	-4%	7%	-0.1%	3%	4
CCCCNc1c(-c2ccc(-c3ccc(OC)cc3)c(OC)c2)nc2ccccn12	u	0%	u	-7%	-13%	-1%	x	x	-0.2%	13µM*	-30
CCOC(=O)C1CCCCN1Cc1ccc(-c2ccccc2)cc1 (stereo unspecified)	u	-2%	-6%	5%	5%	-1%	-8%	-1%	-2.5%	-2%	-18
O=C(COc1ccc(Cl)cc1)OCC(=O)N1CCCCCC1	-1%	3%	-2%	-4%	0%	0%	-2%	4%	-0.3%	4%	-5
CC(C)(C)OC(=O)N1CCC(C(=O)N[C@H](C(=O)O)c2ccccc2)(c2ccccc2)CC1	2%	-2%	0%	-5%	-3%	7%	-7%	15%	0.3%	-1%	1
Cc1cc(C)n(CCc2nc(-c3cc4ccccc4o3)cs2)n1	7%	0%	u	0%	-7%	-1%	1%	-4%	0.3%	-1%	-18
COC(=O)c1sccc1NC(=S)N1CCCCC1C (stereo unspecified)	u	-8%	7%	2%	-4%	-3%	-6%	2%	-0.2%	-2%	-6
Cc1ccc(N(C)C(=O)CCNC(=O)Cn2cnc3ccccc3c2=O)cc1C	-2%	1%	10%	6%	-2%	0%	-3%	3%	-0.7%	-3%	2
C=CCn1c(SCc2ccccc2)nc2c1c(=O)[nH]c(=O)n2C	-8%	0%	2%	1%	0%	3%	-7%	7%	-0.3%	-25%	-2
Cc1ccc(Nc2nnc(-c3ccncc3)s2)c(Br)c1	u	0%	u	4%[46.1 µM]	-7%	-1%	-2%	10%	-0.2%	1%	30

Screens as filed in PubChem BioAssay.
